MBNL1 CUG block: MBNL1-poly(CUG) RNA binding inhibition; 280,000 tested, 0.036% active; Q9NR56; TR-FRET MBNL1-His/biotin-(CUG)12 binding, 665/545 ratio; AID 2675; Potency, µM (series often up to 57.5 µM), for inactives: at the highest dose activity change, negative = inhibition, actives largely listed as inhibitors; active = well fitted inhibition curve with a large enough effect in the signal ratio, with a control signal flat, not every such curve was filed as active; inconclusive = small, poorly fitted or top-dose-only effect, or effect the other way, or a change in a side signal; inactive = no such curve, though single readings can be large or run the other way; the % refers to the signal ratio; note: % is set by controls: 0 for no effect and ±100 for the full control effect
Target sequence (Q9NR56 whole entry, looked up): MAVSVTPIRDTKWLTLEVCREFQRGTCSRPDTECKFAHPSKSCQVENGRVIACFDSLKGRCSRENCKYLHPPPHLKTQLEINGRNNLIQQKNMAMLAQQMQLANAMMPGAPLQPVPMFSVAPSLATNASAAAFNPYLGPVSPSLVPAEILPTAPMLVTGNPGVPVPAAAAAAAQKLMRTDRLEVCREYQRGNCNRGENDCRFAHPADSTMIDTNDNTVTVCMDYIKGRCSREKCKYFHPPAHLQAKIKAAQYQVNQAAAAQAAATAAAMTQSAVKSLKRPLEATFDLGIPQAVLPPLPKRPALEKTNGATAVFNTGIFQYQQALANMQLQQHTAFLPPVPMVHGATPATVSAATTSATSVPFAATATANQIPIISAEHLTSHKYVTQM
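TR-FRET readout: Ex 340 nm, 665/545 nm emission ratio, normalized to buffer-only (basal) and MBNL1-(CUG)12 controls. Complex of MBNL1-His with Biotin-(CUG)12, compounds 92 nM–58 uM, incubated 60 min at room temperature.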
Gal4-VP16 FLuc: inhibits Gal4-VP16 luciferase reporter, ROR gamma counter-screen; AID 2546; Potency, µM (top dose mostly 53.6 µM), inactives show at the highest dose activity, negative = inhibition, actives largely listed as inhibitors; 310,000 tested, 3.5% active; Drosophila S2 Gal4-VP16 UAS-luciferase, luminescence, 20 h;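 note: Gal4-VP16 expression switched on by copper sulfate through the metallothionein promoter; % is set by controls: 0 for no effect and ±100 for the full control effect; nearly all actives have a fitted effect of over 50% in size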
uPA surface inh: cell surface uPA generation inhibition. cell surface uPA generation assay, qHTS. Potency, µM (series often up to 38.3 µM), inactives show at the top dose activity change, negative = inhibition, hits mostly inhibitors. 330,000 tested, 0.31% active. AID 540303; active = well fitted inhibition curve with a large enough effect; inconclusive = small, poorly fitted or top-dose-only effect; inactive = no such curve, though single readings can be large or run the other way; tested in mouse RAW 264.7 cells; note: % is set by controls: 0 for no effect and ±100 for the full control effect; nearly all actives have a fitted effect of over 55% in size
p53 reactivator: mutant p53 re-activation in reporter cells; H1299 p53-A138V BP100-luciferase reporter, luminescence, 24 h; Potency, µM (titrated, usually from 92.2 µM), without a hit: at the highest dose activity change, positive = activation, actives largely listed as activators; 320,000 tested, 0.063% active; note: % of control where 0% means no effect; nearly all actives have a fitted effect of over 45% in size
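p53-null H1299 cells stably carrying temperature-sensitive p53-A138V and a BP100-luciferase reporter were pinned with compounds (4-point, 1:5 series) and held 24 hrs at 37 deg C. Luminescence was read 10 min after detection reagent.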
BRCA1 expr act: activators of BRCA1 expression; AID 624202; Potency, µM (doses to about 46.1 µM), inactives show top-dose activation, usual class: activators; MCF7-BRCA1-FFLuc reporter, luminescence, 48 h; response scale: scaled: vehicle 0%, 10 µM genistein 100%; 380,000 tested, 1.1% active; note: nearly all actives have a fitted effect of over 80% in size; some results filed as inactive show a strong effect at the top dose
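Using MCF7 cells harboring a BRCA1 firefly luciferase reporter, plated 2 h before compound pinning, the screen measured luminescence after 48 h incubation. Responses were normalized to DMSO and 10 microM genistein, then fitted for concentration-effect.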
NPC1 promoter act: NPC1 promoter activation; Huh7 NPC1 promoter luciferase reporter, 24 h; Potency, µM (doses to about 9.22 µM), inactives show at the top dose activation, usual class: activators; 320,000 tested, 2.4% active; AID 485313;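 note: % of control where 0% means no effect; nearly all actives have a fitted effect of over 60% in size; reporter is driven by a mutant NPC1 promoter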
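Stable NPC1-promoter luciferase Huh7 line; cpd (DMSO) 24 h, 37 °C, 5% CO2; Amplite luciferase reagent 10 min RT; luminescence readout. qHTS format.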
Rab9 prom act: Rab9 promoter activation; Huh7 Rab9 promoter-luciferase reporter, luminescence, 24 h; 320,000 tested, 2.8% active; Potency, µM (top dose mostly 9.22 µM), without a hit: at the top dose activation, negative = inhibition, hits mostly activators; AID 485297; note: % of control where 0% means no effect; nearly all actives have a fitted effect of over 60% in size
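Rab9 promoter-driven luciferase in stably transfected Huh7 cells; 1500 cells/well rested 2 h, exposed to compound in DMSO for 24 h at 37 °C, 5% CO2. Luminescence read 10 min after adding luciferase reagent at ambient temperature.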
FLuc modulator: counter-screen for miR-21 project: firefly luciferase inhibitors or activators; P08659; purified FLuc, Km substrates, luminescence inhibition; Potency, µM (highest dose often 57.5 µM), inactives show at the highest dose activity change, negative = inhibition, actives largely listed as inhibitors; 360,000 tested, 6.9% active; AID 588342;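 note: plate controls were vehicle for no effect and reference inhibitor for full effect; nearly all actives have a fitted effect of over 55% in size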
Target sequence (P08659 whole entry, looked up): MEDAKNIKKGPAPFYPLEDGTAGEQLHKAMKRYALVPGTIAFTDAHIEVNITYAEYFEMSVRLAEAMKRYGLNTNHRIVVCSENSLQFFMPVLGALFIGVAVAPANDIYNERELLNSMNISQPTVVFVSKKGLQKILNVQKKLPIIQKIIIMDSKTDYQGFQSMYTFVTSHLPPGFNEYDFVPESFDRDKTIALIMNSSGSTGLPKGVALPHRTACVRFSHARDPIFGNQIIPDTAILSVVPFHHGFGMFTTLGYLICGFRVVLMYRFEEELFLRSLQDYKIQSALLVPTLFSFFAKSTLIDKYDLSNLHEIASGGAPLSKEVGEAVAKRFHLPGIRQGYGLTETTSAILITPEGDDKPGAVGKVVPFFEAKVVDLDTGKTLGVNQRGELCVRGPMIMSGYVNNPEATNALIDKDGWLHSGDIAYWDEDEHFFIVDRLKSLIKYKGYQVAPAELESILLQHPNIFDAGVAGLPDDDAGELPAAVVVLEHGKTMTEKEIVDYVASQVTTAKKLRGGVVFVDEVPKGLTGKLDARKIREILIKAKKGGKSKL
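Biochemical qHTS of compounds, final roughly 60 µM downward over six points, against 10 nM purified firefly luciferase using Km concentrations of substrates (10 uM D-luciferin, 10 uM ATP) in Tris acetate pH 7.5 buffer; luminescence output.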
ELG1 genotox: inducers of genotoxicity in HEK293T ELG1-luciferase cells; HEK293T ELG1-luciferase reporter, luminescence, 16 h; Potency, µM (titrated, usually from 46 µM), without a hit: at the top dose activity change, positive = activation, actives largely listed as activators; 330,000 tested, 1.3% active; note: % of control where 0% means no effect; nearly all actives have a fitted effect of over 60% in size
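Step 1: seed 2,000 HEK293T ELG1-luciferase cells per well. Step 2: add compound or DMSO, incubate 16 hr at 37 °C. Step 3: ONE-Glo, 30 min at room temperature, read luminescence.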
RORgamma inh: blocks mouse ROR gamma transcriptional activity. 310,000 tested, 5.4% active. Drosophila S2 Gal4-RORgamma UAS-luciferase reporter, 20 h. P51450. Potency, µM (top dose mostly 53.6 µM), without a hit: at the highest dose activity change, negative = inhibition, hits mostly inhibitors; note: % is set by controls: 0 for no effect and ±100 for the full control effect; nearly all actives have a fitted effect of over 60% in size
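Using a luciferase readout, inhibitors were identified by reduced reporter activity in Drosophila cells coexpressing a copper-inducible Gal4–ROR gamma fusion and UAS-driven Photinus luciferase, incubated 20 hr after 700 uM copper sulfate.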
Active calls of the source: *; ? = inconclusive; · = not tested or not shown; & = joins results of further samples; [ ] = remark or other dose. Unless noted, calls come from the whole dose curve; as a rule, active = well fitted curve in the direction sought with a large enough effect; inconclusive = small, poorly fitted or top-dose-only effect, or another doubt; inactive = no such curve, though single readings can be large; an effect the other way counts as inactive or inconclusive. Potency is the fitted concentration of half-maximal effect.

| Structure | MBNL1 CUG block | Gal4-VP16 FLuc | uPA surface inh | p53 reactivator | BRCA1 expr act | NPC1 promoter act | Rab9 prom act | FLuc modulator | ELG1 genotox | RORgamma inh |
| --- | --- | --- | --- | --- | --- | --- | --- | --- | --- | --- |
| CCN(CC)C(=O)CSc1nnc(-c2ccccc2)o1 | 12% | -7% | 2% | ? | 73% | ? | 3.5µM* | ? | 16µM* | -13% |
| COc1cccc(CN2CC(C(=O)N(C)C3CCOCC3)CCC2=O)c1 (stereo not given) | -3% | 23% | -2% | 8% | -6% | -4% | -3% | 4% | 3% | 6% |
| O=C(Nc1ccccc1)c1cc2ccc3ccccc3c2s1 | 33%[activator] | ? | 0% | ? | 0% | ? | ? | 5.4µM* | ? | ? |
| O=C(c1cc(COc2cccc(C(F)(F)F)c2)on1)N1CCC(c2ccccc2)CC1 | 7% | -17% | 12% | -5% | -40% | 0% | -4% | 6% | -12% | -2% |
| O=C(NCc1ccccn1)c1cc2cc(Br)ccc2oc1=O | 15% | 25% | · | -1% | 14% | -3% | 2% | 1%[2.3 µM] | 4% | 6% |
| Cc1ccc(C)c(C(=O)OCC(=O)N(C)c2ccccc2)c1 | 3% | 3% | -1% | 2% | -25% | -1% | 6% | -2% | 2% | 3% |
| COc1ccc(NC(=O)Nc2ccc(F)cc2)cn1 | -10% | -22% | -6% | ? | ? | 21% | 19% | ? | 15% | 0% |
| CCOC(=O)N1CCN(c2nc(-c3ccco3)cc(C(F)(F)F)n2)CC1 | -1% | 9% | 3% | 3% | -25% | -4% | -3% | 3% | -10% | 3% |
| O=c1cccc2c1c1cc[nH]c3ccc(=O)n2c31 | · | · | ? | 3% | 33% | 11% | -1% | 2% | -16% | · |
| CCOC(=O)C1(CC)NC(c2ccco2)C2C(=O)N(CC)C(=O)C21 (stereo not given) | -3% | 2%[0.365 µM] | 1% | -3% | 13% | -1% | -12% | -1% | -8% | -32% |
| CCOc1ccccc1Nc1nnc(SCc2nnc(-c3cc(OC)c(OC)c(OC)c3)o2)s1 | -6% | ? | 2% | -15% | -47% | 0% | -2% | -1% | -6% | 30% |
| CCCC(=O)C1C(=O)CC(CC(C)SCC)CC1=O (stereo not given) | -23% | 0% | 1% | 1% | -3% | -1% | 24% | 2% | -1% | -33% |
| O=C1CC(NNc2nc3ccccc3s2)C(=O)N1c1ccc(F)cc1 (stereo not given) | -6% | -5% | 2% | -4% | -20% | -1% | -7% | 1% | -1% | ? |
| Cc1ccc(-c2noc(CCC(=O)NCCN3CCN(Cc4ccccc4)CC3)n2)cc1 | -6% | ? | -7% | ? | -20% | -3% | -6% | 0% | -11% | 37% |
| CCN(CCn1cccn1)C(=O)CC1C(=O)NCCN1CCc1ccccc1 (stereo not given) | 3% | -31% | 7% | 4% | -5% | 5% | 6% | -5% | -3% | -1% |
| Cc1ccc(NC(=O)n2ncc3c(C)cccc32)cc1F | -1% | ? | -8% | ? | -77%[inhibitor] | ? | 0.79µM* | 1.5µM* | ? | ? |
| CCOC(=O)c1cnc(-n2nc(C)cc2C)nc1NNc1ncc(-c2ccccc2)cn1 | 1% | ? | -2% | 1% | -95% | 0% | -5% | -1% | 7% | 5.6µM* |
| CN1C(=O)[C@H]2[C@@H](/C=C/c3ccccc3)N3C(=O)CN(Cc4ccc(-c5ccccc5)cc4)C(=O)[C@@]3(Cc3ccccc3)[C@H]2C1=O | 2% | ? | -8% | · | -23% | 0% | 0% | 1% | 1% | 25% |
| C/C(=N\NC(=O)c1ccc(C)cc1C)c1ccc2c(c1)OCO2 | -6% | 13% | -2% | 22% | 16% | 6% | 0% | ? | 5% | -40% |
| O=C(CCN1C(=O)c2ccccc2C1=O)Nc1nc2ccccc2s1 | · | -9% | 5% | ? | 8% | 8% | 1% | 19µM* | 16% | 2% |
| Cc1ccc(Cl)cc1NC(=O)CN1C(=O)NC2(CCCCCC2)C1=O | · | · | 10% | -10% | -3% | -1% | -1% | 3% | -2% | · |
| CCN1CCN(CCCNC(=O)c2ccc(NC(=O)C3=CSCCO3)cc2)CC1 | 5% | 7% | 1% | -2% | 17% | -1% | 0% | -1% | 11% | -7% |
| Cc1ccc(N(Cc2ccccc2)C(=O)CN2C(=O)NC3(CCCC3)C2=O)cc1 | 7% | -5% | 11% | -12% | 3% | 0% | 5% | ? | 11% | -8% |
| COc1cccc(/C=N/NC(=O)Cn2nc([N+](=O)[O-])cc2C)c1 | ? | -8% | 3% | -3% | -6% | -1% | -8% | -6% | -3% | 29% |
| CCOc1ccc(CN(C(=O)c2oc3ccccc3c2C)C2CCS(=O)(=O)C2)cc1 (stereo not given) | 0% | -13% | -19% | 1% | -64% | -4% | 5% | -1% | -2% | 10% |

3 entries drawn at random from those above:
| Structure | MBNL1 CUG block | Gal4-VP16 FLuc | uPA surface inh | p53 reactivator | BRCA1 expr act | NPC1 promoter act | Rab9 prom act | FLuc modulator | ELG1 genotox | RORgamma inh |
| --- | --- | --- | --- | --- | --- | --- | --- | --- | --- | --- |
| COc1cccc(/C=N/NC(=O)Cn2nc([N+](=O)[O-])cc2C)c1 | ? | -8% | 3% | -3% | -6% | -1% | -8% | -6% | -3% | 29% |
| COc1ccc(NC(=O)Nc2ccc(F)cc2)cn1 | -10% | -22% | -6% | ? | ? | 21% | 19% | ? | 15% | 0% |
| O=C(NCc1ccccn1)c1cc2cc(Br)ccc2oc1=O | 15% | 25% | · | -1% | 14% | -3% | 2% | 1%[2.3 µM] | 4% | 6% |

Additional records follow.
Values run as follows: MBNL1 CUG block, Gal4-VP16 FLuc, uPA surface inh, p53 reactivator, BRCA1 expr act, NPC1 promoter act, Rab9 prom act, FLuc modulator, ELG1 genotox, RORgamma inh
Cc1nn(C)c(Cl)c1NC(=O)OCc1ccc(Cl)cc1Cl
  5%, 8.9µM*, -5%, -2%, -30%, -15%, -24%, 0%, -8%, ?
CCCCCC(=O)N1CCN(CCN=CC2=C(O)CC(c3ccco3)CC2=O)CC1 (stereo not given)
  0%, -6%, 0%, 5%, 7%, 2%, -2%, 0%, 0%, 11%
CCc1ccccc1NC(=O)C1CC(c2ccc(OC)cc2)=NO1 (stereo not given)
  -11%, 11%, -15%, 0%, -2%, -4%, -8%[1.84 µM], 1%, -4%, 3%
Cc1c(Cl)cccc1NC(=O)CNC(=O)Cc1c[nH]c2ccccc12
  ·, ·, 20%, 7%, -27%, 1%, -2%, 3%, 1%, ·
COc1ccc(S(=O)(=O)N2CCCN(CC(=O)Nc3ccc(NC(C)=O)cc3)CC2)cc1
  3%, -1%, 1%, -7%, -30%, -2%, -1%, -2%&2%, 14%, -19%
Cc1ccc(OC(=O)Cn2c(C(F)(F)F)nc3ccccc32)cc1
  11%, -9%, 0%, 3%, -14%, -2%, -5%, -2%, 2%, 19%
CCCCCCN=C(C)C1=C(O)C(C(=O)OC)C(C)(C)CC1=O (stereo not given)
  -9%, ?, 4%, -3%, 0%, 0%, -2%, 6%, -7%, -8%
O=C(NC12CC3CC(CC(C3)C1)C2)c1ccccc1O
  0%, ?, 1%, 17%, 68%, 1%, -1%, 0%[2.3 µM], -7%, 44%
COc1ccc(Br)cc1/C=C/C(=O)NCC(=O)O
  9%, -6%, -3%, -4%, 13%, -2%, -3%, -12%, 3%, -2%
CCC1C(C#N)=C(SC)NC2=C1C(=O)CC(C)(C)C2 (stereo not given)
  20%, -3%, -3%, -1%, -5%, 0%, -1%, 4%, -10%, 0%
Cc1ccc2oc(=O)c3cc(C(=O)NCCCN4CCc5ccccc5C4)sc3c2c1
  ?, 1%, 18%, -6%, -27%, -1%, -5%, 3%, 1%, -13%
C#CCOCCOCCOCCNc1nc(N2CCN(C(=O)[C@H](CC(N)=O)n3cc([C@@H](N)C(C)C)nn3)CC2)nc(N2CCN(C(=O)[C@H](CC(N)=O)n3cc([C@@H](N)C(C)C)nn3)CC2)n1
  ·, ·, 8%, -1%, -7%, ·, ·, ·, 2%, ·
CCN1C(=O)C(CC(=O)N2CCN(C(c3ccccc3)c3ccccc3)CC2)N(CC)C1=O (stereo not given)
  1%, 11%, ·, 6%, -1%, 0%, 2%, 0%, -7%, 1%
CC(=O)NC1C(Oc2cccc(C)c2)OC2COC(c3ccco3)OC2C1O (stereo not given)
  -10%, 6%, 2%, 4%, 18%, -3%, 0%, 3%, -2%, -12%
Cc1c(C)c(C)c(C(=O)CCc2cccc(NC(=O)CCC(=O)O)c2)c(C)c1C
  -4%, -9%, 12%, -6%, -4%, 3%, 2%, 2%, 0%, 23%
CCC(=O)NCC(c1ccco1)N1CCN(c2ccc(OC)cc2)CC1 (stereo not given)
  -1%, -11%, 3%, -1%, 0%, -3%, 1%, -1%, 0%, 9%
CN(C)CCCn1c(N)c(C#N)c2nc3ccccc3nc21
  ?, 3%, 9%, -3%, 7%, -4%, -1%, -3%, 2%, 4%

Screening results from PubChem BioAssay.
